From PubChem
SENP8 block-1 – human SENP8 protease inhibitors, primary screen, biochemical, fluorescence, Nedd8 protein substrate, uHTS; Sentrin-specific protease 8 (Homo sapiens), Q96LD8; recombinant SENP8; inhibition, % at 20 µM; actives 0.64% (n = 360,000); AID 602440, 2012; in the data active means inhibition mostly above about 40%, no sharp cut-off; inactive means mostly below about 27%
SENP8 block-2 – SENP8 protease inhibitors, primary screen, biochemical, luminescence | inhibition, % at 10 µM | Sentrin-specific protease 8 (Homo sapiens), Q96LD8 | actives 1.2% (n = 330,000) | purified SENP8, Z-RLRGG-aminoluciferin cleavage | AID 2540, 2010; in the data active means inhibition above about 50%
Apaf1 inhib – inhibitors of human Apaf-1 apoptosome, primary screen, biochemical, DEVD-Rh110 fluorescence, uHTS. Apoptotic protease-activating factor 1 (Homo sapiens), O14727. reconstituted apoptosome caspase-3 activity. inhibition, % at 20 µM. actives 0.71% (n = 330,000). AID 489030, 2010; active means inhibition of at least 40% at 20 µM;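 further: plate controls were DMSO wells for no effect and DEVD-CHO caspase inhibitor wells for full effect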
Target sequence (O14727 whole entry, looked up): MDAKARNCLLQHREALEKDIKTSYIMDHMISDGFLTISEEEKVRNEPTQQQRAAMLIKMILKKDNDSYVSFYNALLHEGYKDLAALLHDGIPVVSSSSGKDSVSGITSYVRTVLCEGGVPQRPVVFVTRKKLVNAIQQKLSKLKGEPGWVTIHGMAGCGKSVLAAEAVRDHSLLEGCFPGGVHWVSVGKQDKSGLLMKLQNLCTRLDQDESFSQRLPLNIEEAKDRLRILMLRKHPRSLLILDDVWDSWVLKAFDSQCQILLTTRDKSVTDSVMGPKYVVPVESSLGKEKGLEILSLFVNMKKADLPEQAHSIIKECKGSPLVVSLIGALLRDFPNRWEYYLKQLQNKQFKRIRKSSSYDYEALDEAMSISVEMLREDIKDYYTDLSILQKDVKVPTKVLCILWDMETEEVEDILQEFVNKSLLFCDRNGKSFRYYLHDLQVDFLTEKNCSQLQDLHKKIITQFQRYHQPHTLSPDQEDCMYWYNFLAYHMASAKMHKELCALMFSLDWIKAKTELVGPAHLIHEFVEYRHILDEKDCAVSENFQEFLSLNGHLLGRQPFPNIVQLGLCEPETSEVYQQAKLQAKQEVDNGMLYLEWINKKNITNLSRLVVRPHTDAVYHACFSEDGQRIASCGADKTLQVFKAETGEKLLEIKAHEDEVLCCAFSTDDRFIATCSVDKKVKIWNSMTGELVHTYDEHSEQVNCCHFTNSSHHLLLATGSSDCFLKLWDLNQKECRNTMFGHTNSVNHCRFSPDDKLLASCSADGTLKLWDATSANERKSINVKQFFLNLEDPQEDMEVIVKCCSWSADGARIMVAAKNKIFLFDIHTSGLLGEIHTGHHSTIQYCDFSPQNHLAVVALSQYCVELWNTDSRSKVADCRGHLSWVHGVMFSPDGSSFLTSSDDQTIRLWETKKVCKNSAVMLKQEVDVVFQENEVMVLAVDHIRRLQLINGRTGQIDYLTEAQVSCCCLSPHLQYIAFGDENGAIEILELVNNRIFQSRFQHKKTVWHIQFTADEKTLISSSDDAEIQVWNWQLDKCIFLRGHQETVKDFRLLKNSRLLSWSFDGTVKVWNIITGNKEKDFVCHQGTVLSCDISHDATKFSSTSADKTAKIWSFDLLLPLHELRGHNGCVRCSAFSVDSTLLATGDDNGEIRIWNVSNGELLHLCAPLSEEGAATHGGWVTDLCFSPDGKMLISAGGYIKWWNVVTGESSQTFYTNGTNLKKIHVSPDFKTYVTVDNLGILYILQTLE
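Medium: Hepes buffer, pH 7.5 / System: biochemical Apaf-1 apoptosome reconstitution / Measured by: Rh110 fluorescence, excitation 480 nm, emission 540 nm / Times: compound with Apaf-1, dATP, procaspase-3 30 min, then 50 min reaction, room temperature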
HKDC1 inh – HKDC1 hexokinase inhibitors, primary screen, biochemical, fluorescence, uHTS | inhibition, % at 20 µM | recombinant HKDC1, G6PDH/diaphorase resazurin coupled fluorescence | actives 0.16% (n = 340,000) | Q2TB90;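 active means inhibition above about 35% when tested at 20 µM, limit read from the data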;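 further: plate controls were DMSO wells with enzyme for no effect and DMSO wells lacking enzyme for full effect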
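System: Recombinant HKDC1 hexokinase | Amount: HKDC1 at 5 µg/mL | Reagent: Glucose with 1 mM ATP | Doses: Single 20 µM dose | Incubation: Reaction time 90 min, room temperature, protected from light | Signal: Coupled resazurin fluorescence, excitation 525 nm, emission 613 nm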
SENP1 inh – human SENP1 catalytic domain inhibitors, primary screen, biochemical, FRET, uHTS; recombinant SENP1 catalytic domain, CyPet-SUMO1-YPet FRET cleavage; AID 624204, 2012; inhibition, % at 10 µM; Sentrin-specific protease 1 (Homo sapiens), Q9P0U3; actives 0.21% (n = 360,000);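 active means inhibition at least 30% at 10 µM, raw YFP signal under a set limit, fluorescence ratio 0.5 to 1.5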;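 further: 0% = enzyme with DMSO and 100% = no enzyme wells; some results filed as inactive read as strong as hits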
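Compound: 10 µM single point, 0.5% DMSO; Test system: hSENP1 catalytic domain, recombinant; Timing: 50 min reaction at room temperature; Technique: FRET, CFP and YFP emission; Control set: no-enzyme wells low, DMSO-plus-enzyme wells high control.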
SENP6 inh – SENP6 protease inhibitors, primary screen, biochemical, luminescence, uHTS; AID 2599, 2010; Sentrin-specific protease 6 (Homo sapiens), Q9GZR1; inhibition, % at 10 µM; actives 1.8% (n = 330,000); Recombinant SENP6 catalytic domain, aminoluciferin luminescence;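 active means inhibition above about 50% at the single tested dose, limit read from the data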;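 further: plate controls were DMSO wells with enzyme for no effect and DMSO wells lacking enzyme for full effect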
SENP7 block – SENP7 protease inhibitors, primary screen, biochemical, luminescence, uHTS; Sentrin-specific protease 7 (Homo sapiens), Q9BQF6; recombinant SENP7, Z-RLRGG-aminoluciferin luminescence, 40 min; inhibition, % at 5 µM; actives 1.5% (n = 330,000);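 active means inhibition above about 50% at the single test dose, limit read from the data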;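 further: plate controls were DMSO with enzyme for no effect and no enzyme buffer wells for full effect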
PfG6PD inh – PfG6PD enzyme inhibitors, primary screen, biochemical, fluorescence intensity, uHTS; inhibition, % at 20 µM; PfGluPho enzyme, NADPH resazurin-diaphorase fluorescence; actives 0.78% (n = 350,000); AID 504690, 2011;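 active means inhibition reaching at least a set limit at 20 µM in the primary screen, cut at about 59% in these data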;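 further: 0% = DMSO wells with substrate and 100% = DMSO wells lacking glucose-6-phosphate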
Numbers without * were called inactive; i = inactive; . = no result given.

Key to letters – A = SENP8 block-1; B = SENP8 block-2; C = Apaf1 inhib; D = HKDC1 inh; E = SENP1 inh; F = SENP6 inh; G = SENP7 block; H = PfG6PD inh
CS(=O)(=O)c1cccc(NC(=O)c2ccc(Cl)c(Cl)c2)c1
  A: 15	B: -15	C: -6	D: -3	E: 4	F: -7	G: 3	H: 11

CC1CC2OC(=O)C3(C)CCCC(C)(C23)C1(O)CCc1ccoc1 (stereo not drawn)
  A: 12	B: -5	C: -2	D: -1	E: 1	F: -2	G: 4	H: 0

CCn1c(-c2cc(Br)ccc2O)n[nH]c1=S
  A: -26	B: 4	C: -5	D: 3	E: 4	F: -8	G: -7	H: 12

CC(=O)N1CCN(C(=O)c2ccc(S(=O)(=O)Nc3ccccc3C)cc2)CC1
  A: -1	B: -9	C: 11	D: -3	E: 3	F: -9	G: 4	H: -16

COc1cc(OC)cc(-c2c(C#Cc3ccsc3)c3cc(-c4cc(OC)c(OC)c(OC)c4)ccc3n2C)c1
  A: i	B: -2	C: 10	D: 4	E: -7	F: -5	G: -5	H: -4

NS(=O)(=O)c1ccc(CNC(=O)Cc2ccccc2[N+](=O)[O-])cc1
  A: 10	B: 5	C: -4	D: -7	E: 0	F: 5	G: 5	H: -1

Cc1ccc(-c2csc(/C(C#N)=C(\O)CCl)n2)cc1
  A: -13	B: .	C: .	D: 9	E: -8	F: .	G: .	H: -20

Cc1nn(-c2cc(N3CCOCC3)ccc2N)c(=O)c2ccccc12
  A: 21	B: -9	C: 1	D: 0	E: 4	F: -11	G: -2	H: 6

CCC1(c2ccccc2)NC(=O)N(CC(=O)Nc2nnc(C3CC3)s2)C1=O (stereo not drawn)
  A: 5	B: 7	C: 3	D: -5	E: 1	F: -16	G: -3	H: -10

CN(CC(=O)Nc1ccc(Cl)c(C(F)(F)F)c1)C(=O)c1cccnc1Sc1ccccc1
  A: 1	B: -12	C: 20	D: 9	E: 1	F: -5	G: -1	H: 29

CC(=O)Nc1nc(C(=O)O)cs1
  A: -13	B: -4	C: -6	D: -8	E: 1	F: -2	G: 4	H: -14

COc1ccc(NCC(=O)Nc2ccc(C#N)cc2)cc1Cl
  A: 0	B: -4	C: -11	D: 13	E: -4	F: 13	G: 5	H: 3

COc1cccc(C2C3=C(N=c4s/c(=C\c5ccc(O)cc5)c(=O)n42)c2ccccc2CC3)c1OC (stereo not drawn)
  A: -30	B: -5	C: 2	D: 14	E: 12	F: -33	G: 0	H: 21

CC(=O)Nc1ccc(Nc2ccc3nonc3c2[N+](=O)[O-])cc1
  A: 31	B: -1	C: 3	D: -2	E: 4	F: 5	G: -12	H: 1

Cc1cc(C)cc(OCC(=O)Nc2ccc3c(c2)C(=O)c2ccccc2C3=O)c1
  A: 15	B: 5	C: 2	D: -7	E: 2	F: 2	G: -7	H: 16

CC(=O)c1ccc(NC(=O)C2CCCN(S(=O)(=O)c3cccc4nonc34)C2)cc1 (stereo not drawn)
  A: 11	B: -7	C: 18	D: -3	E: 5	F: -9	G: -3	H: -5

Cc1cnc(C(=O)OCc2nc3ccccc3o2)cn1
  A: -4	B: 4	C: -11	D: -4	E: -1	F: -15	G: -7	H: -17

COc1ccc(CN(C)C(=O)c2ccc3c(=O)n4c(nc3c2)CCC4)cc1
  A: -8	B: -7	C: -6	D: -4	E: 1	F: -1	G: -9	H: 0

COc1cc(F)cc(C2=CC(=O)C[C@H](c3ccc(F)cc3)C2)c1
  A: 10	B: -5	C: 9	D: 3	E: 0	F: -12	G: 3	H: 3

CC(=O)c1cnc2c(-c3cccc(Br)c3)cnn2c1C
  A: 10	B: 0	C: 1	D: -13	E: 0	F: 16	G: 3	H: 9

COC(=O)CSc1cc(C)nc(NC(C)=O)n1
  A: 0	B: -1	C: -2	D: -3	E: 0	F: 4	G: 3	H: -7

CCOC(=O)Nc1ccc2c(c1)N(C(=O)OC)c1ccccc1CC2
  A: 15	B: .	C: .	D: 2	E: 3	F: .	G: .	H: -17

O=C1Cc2cc(S(=O)(=O)N3CCN(c4ccccc4)CC3)ccc2N1
  A: 1	B: -10	C: 13	D: -6	E: -1	F: -6	G: -6	H: -35

O=C(CCS(=O)(=O)c1ccc(Br)s1)N1CCc2ccccc21
  A: 6	B: 2	C: 6	D: -3	E: 0	F: 6	G: -1	H: 0

Cc1ccn2c(c1)nc(=O)c1cc(S(=O)(=O)N3CCCCC3)ccc12
  A: -296	B: -1	C: 16	D: -5	E: -6	F: -4	G: 8	H: -1

Grouped by structure: those above with fluorine
Key to letters – A = SENP8 block-1; B = SENP8 block-2; C = Apaf1 inhib; D = HKDC1 inh; E = SENP1 inh; F = SENP6 inh; G = SENP7 block; H = PfG6PD inh
CN(CC(=O)Nc1ccc(Cl)c(C(F)(F)F)c1)C(=O)c1cccnc1Sc1ccccc1
  A: 1	B: -12	C: 20	D: 9	E: 1	F: -5	G: -1	H: 29

COc1cc(F)cc(C2=CC(=O)C[C@H](c3ccc(F)cc3)C2)c1
  A: 10	B: -5	C: 9	D: 3	E: 0	F: -12	G: 3	H: 3

Next part
Key to letters – A = SENP8 block-1; B = SENP8 block-2; C = Apaf1 inhib; D = HKDC1 inh; E = SENP1 inh; F = SENP6 inh; G = SENP7 block; H = PfG6PD inh
Cc1ccc(O)c(C2=Nc3ccccc3N=C(c3cccs3)C2)c1
  A: -198	B: 2	C: 4	D: -4	E: 10	F: 5	G: -2	H: -10

COc1ccc(OCC(=O)NNC(=O)c2cccnc2)cc1
  A: 4	B: 3	C: 8	D: -1	E: 2	F: -2	G: 7	H: 6

O=C(c1n[nH]c(=O)c2ccccc12)N1CCN(Cc2ccc3c(c2)OCO3)CC1
  A: 9	B: 6	C: -8	D: 7	E: 1	F: 9	G: 0	H: -7

CC(C)N(Cc1ccccc1)C(=S)NCCN1CCOCC1
  A: 1	B: 0	C: -11	D: -6	E: 0	F: -7	G: 2	H: 9

O=C(CCSc1nc(-c2ccco2)cc(C(F)(F)F)n1)N1CCN(c2ccccc2)CC1
  A: 17	B: -5	C: 23	D: 2	E: -3	F: -4	G: 4	H: 15

COc1ccc(CCNC(=O)C(=O)NCc2ccccc2C)cc1OC
  A: 12	B: 3	C: -28	D: -2	E: 0	F: -5	G: -5	H: 8

CCCCOc1ccc(C(C)NC(=O)CCS(=O)(=O)Cc2ccccc2Cl)cc1 (stereo not drawn)
  A: 23	B: -9	C: 9	D: 3	E: 2	F: -10	G: -8	H: 4

COCCNc1nc2c(S(=O)(=O)c3cc(C)ccc3C)nnn2c2ccccc12
  A: -377	B: -1	C: -17	D: -5	E: 1	F: -3	G: -1	H: 3

Cc1ccc(NC(=O)c2cc(=O)[nH]c3ccc(S(=O)(=O)N4CCOCC4)cc23)nc1
  A: -37	B: -6	C: 3	D: 3	E: -1	F: -10	G: -4	H: 4

COc1ccc(CCC(=O)NNC(=O)c2ccc(OC)cc2)cc1
  A: 5	B: -6	C: 6	D: -2	E: 0	F: -23	G: -11	H: 8

c1ccc2c(c1)CCCC2C1=NCCN1 (stereo not drawn)
  A: 6	B: 0	C: -7	D: -5	E: 2	F: 0	G: 5	H: -5

C=C(C1=CCN(S(=O)C(C)(C)C)[C@@H]1CCO)c1ccccc1 (stereo partly drawn)
  A: 0	B: .	C: .	D: -4	E: -3	F: .	G: .	H: 5

CCN1C(=O)c2ccc(C(=O)Nc3ncc(C)s3)cc2C1=O
  A: 11	B: -17	C: -18	D: 0	E: 2	F: -24	G: -2	H: 12

O=C(CN(C(=O)Cn1nnc(-c2cccs2)n1)c1cnc2ccccc2c1)NCC1CCCO1 (stereo not drawn)
  A: 7	B: -6	C: -24	D: -12	E: -1	F: -13	G: 1	H: -3

On1c(-c2ccc(Cl)cc2)nc2ccccc21
  A: -78	B: 21	C: 0	D: -7	E: -1	F: 37	G: 17	H: 32

Cc1nc(Nc2ccc3c(c2)OCCO3)c2nnn(Cc3ccccc3Cl)c2n1
  A: -111	B: 4	C: 1	D: 16	E: -44	F: 14	G: -5	H: -1

CCOc1ccc(NC(=O)COc2ccc(C(=O)NCC3CCCO3)cc2OC)cc1 (stereo not drawn)
  A: -9	B: 0	C: -7	D: -5	E: -2	F: 5	G: 5	H: 12

Nc1nonc1-c1nc2ccccc2n1Cc1ccccc1
  A: -292	B: 6	C: 21	D: 4	E: -18	F: -12	G: 6	H: 5

COc1ccc(N2C(=O)[C@@H]3[C@H](C2=O)[C@H]2c4ccccc4C=CN2[C@@H]3C(=O)Nc2ccccc2)cc1
  A: 44*	B: -7	C: 67*	D: 1	E: -26	F: 20	G: -4	H: -8

COC(=O)CSc1nc(N)c2c3c(sc2n1)C(c1ccccc1)SC(c1ccccc1)C3 (stereo not drawn)
  A: -39	B: 2	C: 19	D: -6	E: -23	F: 1	G: -6	H: 13

COc1ccccc1NC(=O)CCSc1nnc(-c2ccco2)o1
  A: 1	B: 2	C: -30	D: -2	E: 2	F: 2	G: 5	H: 3

Reprinted from above (two entries):
Key to letters – A = SENP8 block-1; B = SENP8 block-2; C = Apaf1 inhib; D = HKDC1 inh; E = SENP1 inh; F = SENP6 inh; G = SENP7 block; H = PfG6PD inh
COC(=O)CSc1nc(N)c2c3c(sc2n1)C(c1ccccc1)SC(c1ccccc1)C3 (stereo not drawn)
  A: -39	B: 2	C: 19	D: -6	E: -23	F: 1	G: -6	H: 13

COc1ccccc1NC(=O)CCSc1nnc(-c2ccco2)o1
  A: 1	B: 2	C: -30	D: -2	E: 2	F: 2	G: 5	H: 3

Part of the list above in order of molar mass, lowest first.
Key to letters – A = SENP8 block-1; B = SENP8 block-2; C = Apaf1 inhib; D = HKDC1 inh; E = SENP1 inh; F = SENP6 inh; G = SENP7 block; H = PfG6PD inh
c1ccc2c(c1)CCCC2C1=NCCN1 (stereo not drawn)
  A: 6	B: 0	C: -7	D: -5	E: 2	F: 0	G: 5	H: -5

COc1ccc(CCC(=O)NNC(=O)c2ccc(OC)cc2)cc1
  A: 5	B: -6	C: 6	D: -2	E: 0	F: -23	G: -11	H: 8

O=C(c1n[nH]c(=O)c2ccccc12)N1CCN(Cc2ccc3c(c2)OCO3)CC1
  A: 9	B: 6	C: -8	D: 7	E: 1	F: 9	G: 0	H: -7

Cc1nc(Nc2ccc3c(c2)OCCO3)c2nnn(Cc3ccccc3Cl)c2n1
  A: -111	B: 4	C: 1	D: 16	E: -44	F: 14	G: -5	H: -1

CCOc1ccc(NC(=O)COc2ccc(C(=O)NCC3CCCO3)cc2OC)cc1 (stereo not drawn)
  A: -9	B: 0	C: -7	D: -5	E: -2	F: 5	G: 5	H: 12

CCCCOc1ccc(C(C)NC(=O)CCS(=O)(=O)Cc2ccccc2Cl)cc1 (stereo not drawn)
  A: 23	B: -9	C: 9	D: 3	E: 2	F: -10	G: -8	H: 4

O=C(CCSc1nc(-c2ccco2)cc(C(F)(F)F)n1)N1CCN(c2ccccc2)CC1
  A: 17	B: -5	C: 23	D: 2	E: -3	F: -4	G: 4	H: 15
